GPR151 activ: activators of human GPR151. Q8TDV0. PathHunter beta-arrestin GPR151 cells, luminescence. activation, % at 11.2 µM. actives 1% (n = 650,000); in the data active = activation above about 4.9%;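 also: 0% = median of compound wells and 100% = cells with positive control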
Target sequence (Q8TDV0 whole entry, looked up): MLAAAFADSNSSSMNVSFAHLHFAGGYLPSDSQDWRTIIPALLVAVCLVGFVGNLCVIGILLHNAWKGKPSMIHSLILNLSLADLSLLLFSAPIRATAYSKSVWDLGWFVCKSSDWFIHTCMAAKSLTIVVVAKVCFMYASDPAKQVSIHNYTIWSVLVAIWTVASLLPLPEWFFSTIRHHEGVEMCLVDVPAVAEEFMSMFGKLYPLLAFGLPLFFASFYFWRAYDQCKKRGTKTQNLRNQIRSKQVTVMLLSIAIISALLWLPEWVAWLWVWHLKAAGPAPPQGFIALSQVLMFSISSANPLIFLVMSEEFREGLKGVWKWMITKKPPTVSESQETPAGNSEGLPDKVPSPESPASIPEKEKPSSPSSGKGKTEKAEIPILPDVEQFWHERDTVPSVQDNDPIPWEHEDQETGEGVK
FBW7 act: activators of human E3 ligase FBW7; AlphaScreen FBW7–phospho-cyclin E peptide binding, activator screen; normalized activity (activation), % at 26.1 µM; actives 0.13% (n = 650,000); AID 1259310; in the data active = normalized activity above about 1.9%;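 also: purified mutant Fbw7 with reduced substrate affinity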
Target sequence (Q969H0 whole entry, looked up): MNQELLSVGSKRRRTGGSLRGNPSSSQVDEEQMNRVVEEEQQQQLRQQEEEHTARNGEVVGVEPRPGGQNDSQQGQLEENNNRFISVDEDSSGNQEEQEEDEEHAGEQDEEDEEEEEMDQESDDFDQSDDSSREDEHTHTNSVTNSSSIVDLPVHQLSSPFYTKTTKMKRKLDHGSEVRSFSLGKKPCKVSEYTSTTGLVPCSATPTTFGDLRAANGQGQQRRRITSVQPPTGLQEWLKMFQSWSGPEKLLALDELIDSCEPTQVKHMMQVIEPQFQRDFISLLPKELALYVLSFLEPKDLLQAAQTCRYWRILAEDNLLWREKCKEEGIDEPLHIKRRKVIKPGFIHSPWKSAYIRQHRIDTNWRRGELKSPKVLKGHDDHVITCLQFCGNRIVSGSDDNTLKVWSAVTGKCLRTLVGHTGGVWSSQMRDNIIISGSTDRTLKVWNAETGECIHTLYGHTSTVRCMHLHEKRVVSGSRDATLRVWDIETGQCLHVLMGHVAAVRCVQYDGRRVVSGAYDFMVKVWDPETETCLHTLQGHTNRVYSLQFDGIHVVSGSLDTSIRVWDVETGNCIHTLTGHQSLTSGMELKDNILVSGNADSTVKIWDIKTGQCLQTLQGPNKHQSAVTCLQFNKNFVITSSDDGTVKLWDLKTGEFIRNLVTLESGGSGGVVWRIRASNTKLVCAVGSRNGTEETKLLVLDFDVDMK
TEAD-YAP block: TEAD-YAP interaction inhibition. HEK-TIYL cells, TEAD-Gal4/YAP UAS-luciferase luminescence. inhibition, % at 9.12 µM. actives 1.4% (n = 640,000); in the data active = inhibition above about 32%;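 also: 0% = median of test compound wells and 100% = reference inhibitor wells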
MITF inh: blocks human microphthalmia-associated transcription factor; O75030; AlphaScreen MITF homodimerization, bead proximity signal; inhibition, % at 2.6 µM; actives 0.91% (n = 650,000); AID 1259374; in the data active = inhibition above about 50%;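 also: 0% = vehicle wells with protein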
An asterisk follows results filed as active.

SMILES	GPR151 activ	FBW7 act	TEAD-YAP block	MITF inh
O=C(CCC(=O)c1ccc2c(c1)OCCO2)NNC(=O)c1cc(-c2ccccc2)n[nH]1	2.4	0.3	-13.3	26.0
COc1cc(/C=C2/NC(=S)NC2=O)ccc1OCc1cccc(C(=O)O)c1	-0.5	-0.1	-35.3	12.4
COc1ccc2ccccc2c1C1C2CN(C)CC=C2C(C#N)=C(N)C1(C#N)C#N (stereo not given)	1.3	-0.5	1.3	2.7
O=c1[nH]c(O)c(C(c2cccc(OCc3ccccc3F)c2)c2c(O)[nH]c(=O)[nH]c2=O)c(=O)[nH]1	-4.3	-0.4	-17.1	11.0
CC(=O)c1ccc(S(=O)(=O)N2CC(C)OC(C)C2)cc1 (stereo not given)	-1.3	0.2	0.7	-0.6
NC(=O)Cn1nc2c3ccccc3ncn2c1=O	-0.1	0.1	-10.8	2.3
CCOC(=O)C1=C(C)N=c2s/c(=C/c3cc(C)n(-c4ccc(Cl)c(Cl)c4)c3C)c(=O)n2C1c1ccc(OC)cc1 (stereo not given)	0.4	-0.3	1.8	-7.5
COC(=O)c1cc(Cl)c(NC(=O)c2cccs2)cc1OC	3.1	-0.1	-7.4	-2.2
C/C(=N\N=C\c1ccccn1)c1nnn(-c2nonc2N)c1C	0.6	0.6	-21.6	11.3
CCOC(=O)c1cnc(NC(=O)CSc2nc(N)cc(=O)[nH]2)s1	-0.6	-0.3	-9.4	-0.7
CCN1CCN(C(c2cccs2)C(C)NC(=O)Nc2ccccc2)CC1 (stereo not given)	-1.1	-0.1	-6.8	-1.7
COc1ccc(-c2nnc(NC(=O)Cc3ccc([N+](=O)[O-])cc3)s2)cc1	-1.3	0.8	0.6	19.3
CCCCSc1nc2sc3c(c2c(=O)n1CCc1ccccc1)CCC3	2.3	-0.1	0.5	-3.1
COc1ccc(N(C(=O)c2ccc(OC)c(OC)c2)S(=O)(=O)c2ccc(C)cc2)cc1	0.7	0.3	29.3	12.5
COc1ccc(Oc2cc(F)nc(N)n2)cc1	-1.0	0.0	2.2	7.5
COC(=O)C(c1cc(OC)c(O)c(OC)c1)(N1CCNC(C)C1)C(F)(F)F (stereo not given)	1.6	-0.1	-7.9	-3.2
COC(=O)c1c(NC(=O)c2c(-c3c(Cl)cccc3Cl)noc2C)sc2c1CCCC2	-0.3	0.0	5.9	-9.1
O=C(CNS(=O)(=O)c1ccc(Cl)cc1)OCc1cccc(F)c1	1.4	0.0	1.6	-2.2
CCOC(=O)C1(CC)NC(c2cccs2)C2C(=O)N(CC)C(=O)C21 (stereo not given)	0.1	0.7	4.5	12.0
CC(=O)Nc1ccc(NC(=O)c2cccc(-c3cccs3)n2)cc1	0.9	0.0	3.2	4.5
O=[N+]([O-])c1ccc(Sc2nccn2Cc2ccccc2)c([N+](=O)[O-])c1	1.0	-0.1	0.8	-8.1
CN1CC2([N+](=O)[O-])C=CC(=O)C([N+](=O)[O-])(C1)C2CC(=O)c1ccccc1 (stereo not given)	-1.7	0.0	-15.0	15.3
Cc1cccc(C2(C)CC(C)(C)N(C(=O)CSc3nc4ccccc4s3)c3ccccc32)c1 (stereo not given)	-1.5	0.0	-16.8	5.5
COc1cc(-c2cn[nH]c2)ccc1C(=O)NC[C@@H](O)c1ccccc1	-1.5	0.0	-6.3	7.9
Cc1ccc(NC(=O)CSc2nnnn2-c2ccccc2)cc1F	0.9	-0.1	-5.5	-5.0
Following part
SMILES	GPR151 activ	FBW7 act	TEAD-YAP block	MITF inh
O=C1NC(=S)N(c2ccccc2F)C(=O)/C1=C/N1CCc2ccccc21	0.7	-0.1	9.8	-2.9
Cc1ccccc1CSc1nc2ccsc2c(=O)n1-c1ccc(F)cc1	0.5	-0.2	-2.4	0.9
COC(=O)c1ccccc1S(=O)(=O)Nc1ccc2oc3ccccc3c2c1	-0.4	0.3	-8.5	19.8
Cc1cc2ccccc2n1CCNC(=O)C(=O)c1c[nH]c2ccccc12	0.6	0.1	8.7	10.8
Cc1ccc(C)c(N2CCN(C(=O)c3c[nH]c4ccc(S(=O)(=O)N5CCN(c6ccc(F)cc6)CC5)cc4c3=O)CC2)c1	0.8	0.1	-14.1	-14.0
Cc1cccc(Nc2nc(Cl)nc(NCCO)n2)c1	0.5	-0.2	-20.6	4.6
CC(=O)Nc1ccc(S(=O)(=O)Nc2cccc(-c3cn4ccccc4n3)c2)cc1	0.9	-0.3	-11.2	7.0
Cn1c(Sc2ccc(Br)cn2)nnc1-c1ccco1	-0.1	-0.4	13.2	6.9
Cc1ccc(S(=O)(=O)NC(=O)NNC(=O)C2C3C=CC(C3)C2C(=O)O)cc1 (stereo not given)	-0.2	0.1	-10.8	9.6
CCOC(=O)CC(=O)Nc1ccccc1Cl	-0.3	-0.1	3.3	3.5
c1cc(CNc2ncnc3sccc23)ccn1	0.7	-0.1	-6.4	-5.7
Cc1cc(C)cc(Oc2coc3cc(OCC(=O)OCc4ccccc4)ccc3c2=O)c1	-0.9	-0.1	4.4	5.5
Cc1ccc(CNC(=O)Cn2ncn3cccc3c2=O)cc1	-0.4	-0.3	-27.9	-2.2
O=C(CCc1nnc2n(Cc3ccccc3)c(=O)c3ccccc3n12)NCc1ccccc1	-0.6	-0.4	5.5	1.8
C=CCN1C(=O)/C(=C\c2c(OCC)ccc3ccccc23)C(=O)NC1=S	-2.0	0.2	4.7	6.0
CCc1ccc2c(c1)C(C)=CC(C)(C)N2C(=O)Nc1ccc(OC)cc1	-0.1	0.2	-24.7	-2.2
CCOC(=O)CCNCc1sccc1C	3.5	0.0	2.8	3.9
COc1ccc(-c2nnc(SCC(=O)NCc3ccco3)n2-c2ccccc2)cc1OC	0.4	0.0	-10.0	-11.1
O=C(c1ccccc1)N1N=C(c2ccccc2)CC1c1cc2cc3c(cc2nc1Cl)OCCO3 (stereo not given)	0.4	0.1	3.6	9.1
O=C(Cc1ccsc1)N1CCCC1c1nc2ccccc2[nH]1 (stereo not given)	0.7	0.0	0.2	15.6
O=[N+]([O-])c1ccccc1S(=O)(=O)N1CCN(c2cccc(Cl)c2)CC1	-0.6	-0.1	1.6	7.3
CCn1c(SCC(=O)Nc2ccccc2Cl)nnc1C1CC1	-0.6	0.1	11.0	0.8
CCC(=O)N1N=C2CCCCC2C1(O)C(F)(F)F (stereo not given)	-0.5	0.2	1.8	4.9
COc1ccc(C)cc1NC(=O)c1cnc(N2CCN(c3ccccn3)CC2)c2ccccc12	1.8	-0.1	2.0	2.5
Cc1ccc(NC(=O)NC(=O)N(c2ccc(C)cc2)S(C)(=O)=O)cc1	1.3	0.1	2.1	11.9

Some values from above.
In TEAD-YAP block, `CCC(=O)N1N=C2CCCCC2C1(O)C(F)(F)F` (stereo not given) shows 1.8
In TEAD-YAP block, `CCc1ccc2c(c1)C(C)=CC(C)(C)N2C(=O)Nc1ccc(OC)cc1` shows -24.7
In GPR151 activ, `CCOC(=O)CCNCc1sccc1C` shows 3.5

Further entries:
SMILES	GPR151 activ	FBW7 act	TEAD-YAP block	MITF inh
COCCOC(=O)C1=C(C)NC(=S)NC1c1ccccc1O (stereo not given)	-0.2	-0.1	4.5	-0.6
COc1ccc(/C(C)=N/NC(=O)CCC(=O)Nc2cccc(C)c2)c(OC)c1	-0.4	0.0	4.0	12.5
Cc1nnc(NC(=O)c2cccn(OCc3ccc(F)cc3)c2=O)s1	0.6	-0.6	13.2	-16.1
CC1(C)CC(=O)C(N=Nc2ccc3[nH]c(=O)[nH]c3c2)=C(O)C1	1.4	-0.2	2.8	-7.5
CCc1c(C)nc2sc(C(N)=O)c(N)c2c1C	0.9	0.4	11.5	20.9
O=C(Nc1nc2ccccc2s1)c1c(F)cccc1Cl	-1.6	0.0	-37.1	-1.5
O=C(CSCc1ccc(Br)cc1)NCCSc1ccc(Cl)cc1	2.8	-0.1	8.7	5.2
CCC(C)N1C(=O)/C(=C/c2c(N3CCCC3)nc3c(C)cccn3c2=O)SC1=S (stereo not given)	-0.1	0.3	-6.0	-9.5
CC(NC(=O)c1ccc(N2CCCCS2(=O)=O)cc1)c1ccccc1 (stereo not given)	-0.8	0.1	-5.6	1.1
Cc1ccc(SCc2cn3ccccc3n2)cc1	-2.7	0.0	-8.2	1.2
Nc1ccccc1NC(=O)CN1CCOCC1	0.0	0.0	-8.6	-0.4
C=CCN1C(=O)C2(OCCCO2)c2cc(C)ccc21	0.5	0.1	-10.2	-10.2
Cc1ncn(-c2ccc(Nc3ncc4cccc(-c5ccc6ccn(C)c6c5)c4n3)cc2)n1	0.4	0.8	10.8	11.8
COc1ccc(CCNC(CC(=O)Nc2ccc(Oc3ccccc3)cc2)C(=O)O)cc1 (stereo not given)	-0.7	0.6	-4.4	1.9
CCOC(=O)c1c(CSc2ccccc2)n(C)c2ccc(O)c(CN3CCN(C)CC3)c12	1.4	0.1	4.9	13.4
CCC(C)(C)n1nnnc1CN1CCC(NC(=O)COC)CC1	-0.7	0.9	6.4	10.6
Cc1cc(C)cc(N(CC(=O)Nc2c(F)cccc2F)S(C)(=O)=O)c1	0.2	-0.1	9.5	-3.8
CC(=O)N1CCn2c3c(c4cc(C(=O)O)ccc42)CCCC31 (stereo not given)	-1.4	-0.1	0.9	8.1
Cc1ccc(C)c2nc(SCC(=O)NCC3CCCO3)c(C#N)cc12 (stereo not given)	1.6	0.1	12.1	5.7
COc1ccc(C2Nc3ccccc3C(=O)N2c2ccc(F)cc2)cc1CN1CCOCC1 (stereo not given)	-2.0	0.0	-32.4	18.5
COC1(OC)N=C(N)C2(C#N)C3C=CC(CC3)C12C#N (stereo not given)	-0.3	-0.1	6.9	-1.2
COC(=O)C(C)Oc1ccc2c(=O)c(Oc3ccccc3Cl)coc2c1 (stereo not given)	0.3	0.7	7.5	19.3
O=C(O)CN1CCCC1=Nc1ccccc1	0.4	0.0	0.5	12.8
CC(C)(C)NS(=O)(=O)c1ccc(CCC(=O)NCc2cccnc2)cc1	-0.5	-0.1	1.8	3.8
O=C(N/N=C/c1ccco1)c1ccc(N2CCCC2=O)cc1	0.3	-0.1	-6.5	18.6
More compounds follow:
SMILES	GPR151 activ	FBW7 act	TEAD-YAP block	MITF inh
O=C(O)c1ccc(CNc2c(N3CCOCC3)c(=O)c2=O)cc1	2.6	-0.1	-4.8	4.6
CCCCN1C(=O)S/C(=C\c2c(NCCCO)nc3ccccn3c2=O)C1=O	-0.1	0.0	-0.7	13.5
N#Cc1c(NC(=O)c2c(F)cccc2F)sc2c1CCC2	1.2	0.0	-30.8	9.6
CNC(=S)NCc1ccc2c(c1)OCO2	-1.5	0.1	1.1	10.4
O=C(/C=C/c1ccccc1)Nc1c(-c2ccccc2)nc2ccccn12	0.3	0.1	13.5	-31.6
O=C(Oc1ccc(Br)cc1C(=S)N1CCOCC1)c1ccc(Cl)cc1	-0.7	-0.3	-8.9	5.2
CCCCN(CC)C(=O)c1ccc([N+](=O)[O-])cc1	-0.5	-0.1	-0.9	11.3
Cc1ccc2nc3c(cc(C#N)c(=O)n3-c3ccccc3Cl)c(=O)n2c1	2.2	0.9	-9.2	7.7
COc1cc2c(cc1NC(=O)CSc1nc3ccccc3o1)oc1ccccc12	-0.2	0.1	-5.8	8.4
CC(C)(C)C(=O)CSc1nc2ccsc2c(=O)n1-c1ccc(Br)cc1	-0.3	0.1	5.4	1.0
CCc1ccc(NC(=O)c2cc3nc(-c4ccco4)cc(C(F)(F)F)n3n2)cc1	-0.3	0.3	1.1	-3.0
Cc1nn(C)c(C)c1NC(=O)c1ccnn1C	1.4	0.3	2.0	15.7
COc1ccccc1NC(=O)C(=O)N/N=C(\C)CC(=O)Nc1cccc(C(F)(F)F)c1	0.2	0.0	7.0	2.2
CC(C)(CO)NC(=O)c1cc(COc2cccc(C(F)(F)F)c2)on1	-0.9	-0.1	-53.1	-2.1
CCN(C(=O)CSc1ncn[nH]1)C1CCCCC1	2.4	0.1	5.8	3.4
CC(C)N(CCNC(=O)c1cccc(Nc2nccc3ccccc23)c1)C(C)C	-0.6	-0.1	-7.1	13.1
O=C(Cn1nnc(-c2cccc(C(F)(F)F)c2)n1)N1CCOCC1	1.1	0.0	0.3	-2.6
COc1ccc(NC(=O)C2CCCC2)cc1Cl	-1.8	0.1	-19.0	20.4
COC(=O)C1=C(C)NC2=C(C(=O)CC(C)(C)C2)C1c1ccc(OCc2ccccc2)c(OC)c1 (stereo not given)	0.2	0.3	-0.2	6.3
COc1cccc(C(=O)OCC(=O)COC(=O)c2cccc(OC)c2OC)c1OC	-1.6	0.2	5.0	-23.1
CN1CCc2c(sc3c2C(=O)NC(c2ccc(O)c(I)c2)N3)C1 (stereo not given)	-0.9	-0.2	4.8	6.3
COc1cccc2cc(-c3nnc(Nc4ccccc4C)s3)c(=O)oc12	1.3	-0.2	-29.2	2.1
Cn1c(=NC(=O)Cn2cnnn2)sc2ccccc21	-1.5	-0.1	0.9	-13.6
O=C(CCCc1nc(-c2ccccc2Cl)no1)NC1CCCCC1	-0.2	0.6	-1.9	9.0
N#Cc1cccc(NC(=O)Nc2ccc(Cl)cc2)c1	-0.5	-0.1	-2.4	0.5
O=C(Nc1cccc(-c2cn3ccccc3n2)c1)c1cccc([N+](=O)[O-])c1C(=O)O	-1.8	0.1	-51.1	22.7

Single records, as listed above. Values in the order: GPR151 activ	FBW7 act	TEAD-YAP block	MITF inh
`O=C(/C=C/c1ccccc1)Nc1c(-c2ccccc2)nc2ccccn12` is listed as 0.3	0.1	13.5	-31.6
`CCCCN(CC)C(=O)c1ccc([N+](=O)[O-])cc1` is listed as -0.5	-0.1	-0.9	11.3
`COc1cc2c(cc1NC(=O)CSc1nc3ccccc3o1)oc1ccccc12` is listed as -0.2	0.1	-5.8	8.4

3 entries out of the list, sorted by SMILES length, falling.
SMILES	GPR151 activ	FBW7 act	TEAD-YAP block	MITF inh
CCc1ccc(NC(=O)c2cc3nc(-c4ccco4)cc(C(F)(F)F)n3n2)cc1	-0.3	0.3	1.1	-3.0
Cc1nn(C)c(C)c1NC(=O)c1ccnn1C	1.4	0.3	2.0	15.7
CNC(=S)NCc1ccc2c(c1)OCO2	-1.5	0.1	1.1	10.4

Screening data as filed in PubChem.
